aSyn yeast inh – rescues yeast growth from alpha-synuclein toxicity; Yeast expressing alpha-synuclein, growth rescue, BacTiter-Glo, 24 h; Potency, µM (top dose mostly 46.1 µM), without a hit: at the highest dose growth rescue (activation), usual class: activators; actives 0.14% (n = 370,000); also: % of control where 0% means no effect; nearly all actives have a fitted effect of over 65% in size
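Screening used galactose-induced yeast with toxic alpha-synuclein levels, exposed to compound for 24 hr at 30 deg C. Cell growth, read with BacTiter-Glo luminescence, gave the measured signal.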
EPAC1 ag – EPAC1 (human) agonism; O95398; EPAC1 agonist qHTS, biochemical assay; response scale: 100% = response to 6.5 mM cAMP; Potency, µM (highest dose often 154 µM), inactives show at the highest dose activation, usual class: activators; actives 0.073% (n = 360,000); AID 720707; also: nearly all actives have a fitted effect of over 60% in size
Target sequence (O95398 whole entry, looked up): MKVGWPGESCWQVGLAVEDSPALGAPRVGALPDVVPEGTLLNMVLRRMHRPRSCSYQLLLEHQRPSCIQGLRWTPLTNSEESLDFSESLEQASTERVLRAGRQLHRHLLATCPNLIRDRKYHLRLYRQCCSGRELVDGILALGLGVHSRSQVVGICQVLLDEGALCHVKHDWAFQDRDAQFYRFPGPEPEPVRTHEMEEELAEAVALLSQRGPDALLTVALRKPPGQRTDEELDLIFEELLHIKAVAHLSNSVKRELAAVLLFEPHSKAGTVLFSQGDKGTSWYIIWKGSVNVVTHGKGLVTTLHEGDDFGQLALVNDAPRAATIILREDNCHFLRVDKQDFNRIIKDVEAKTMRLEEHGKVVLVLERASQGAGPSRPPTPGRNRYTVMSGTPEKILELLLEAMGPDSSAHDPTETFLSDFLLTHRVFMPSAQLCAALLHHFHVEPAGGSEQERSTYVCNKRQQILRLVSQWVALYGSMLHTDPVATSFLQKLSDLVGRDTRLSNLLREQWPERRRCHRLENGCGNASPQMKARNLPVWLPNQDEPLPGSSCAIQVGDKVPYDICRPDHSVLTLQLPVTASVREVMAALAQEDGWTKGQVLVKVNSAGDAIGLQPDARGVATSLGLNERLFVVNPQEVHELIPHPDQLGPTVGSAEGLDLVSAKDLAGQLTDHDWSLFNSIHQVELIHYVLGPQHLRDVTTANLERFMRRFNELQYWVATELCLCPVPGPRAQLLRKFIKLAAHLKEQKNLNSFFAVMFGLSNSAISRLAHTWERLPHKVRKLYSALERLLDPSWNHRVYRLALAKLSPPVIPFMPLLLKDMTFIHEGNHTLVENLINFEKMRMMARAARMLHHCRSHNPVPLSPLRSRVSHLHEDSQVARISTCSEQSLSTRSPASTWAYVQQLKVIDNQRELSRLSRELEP
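EPAC1 100 nM, Rap1B–BODIPY-GDP 250 nM, unlabeled GDP 50 uM; compound titration; 5 min RT; kinetic read ex480/em540 at 5-min intervals ×30 min; data normalized to 6.5 mM cAMP agonist control.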
PTHR1 ag – PTHR1 (human) receptor agonism; HEK293 GP2 PTHR1 cells, GloSensor cAMP luminescence, 1 h; Potency, µM (titrated, usually from 115 µM), inactives show top-dose activation, most hits filed as activators; actives 0.075% (n = 410,000); AID 743266; also: nearly all actives have a fitted effect of over 55% in size; some results filed as inactive show a strong effect at the top dose; inactives centre near -15; many of its hits are not listed in these tables
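HEK-293-derived GP2 cells expressing PTHR1 and a GloSensor cAMP reporter, 3,000/well, plated overnight, given luciferin plus IBMX (each 0.5 mM as added) for 1 h at 37 °C, then compound for 1 h at 37 °C. Luminescence was read after 15 min at room temperature.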
EPAC2 agonist – agonists of human EPAC2 (RAPGEF4) | Q8WZA2 | actives 0.079% (n = 360,000) | Potency, µM (titrated, usually from 154 µM), inactives show at the highest dose activation, actives largely listed as activators | EPAC2 activation, biochemical qHTS; response scale: 100% = 6.5 mM cAMP response | AID 720711; also: nearly all actives have a fitted effect of over 50% in size
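Compounds were added across a concentration range to EPAC2 (100 nM), RAP1B-BODIPY-GDP (250 nM) and GDP (50 uM). After 5 min at room temperature, fluorescence was recorded at 5-min intervals for 30 min.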
FUS suppressor – FUS proteinopathy suppression in yeast. S. cerevisiae FUS-expressing, growth rescue, OD600, 24 h. Potency, µM (highest dose often 76.6 µM), for inactives: at the top dose growth rescue (activation), most hits filed as activators. actives 0.24% (n = 390,000);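 also: plate controls were DMSO vehicle for no effect and reference control for full effect; nearly all actives have a fitted effect of over 55% in size; some results filed as inactive show a strong effect at the top dose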
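Toxicity suppression screen in FUS-yeast. Cells induced with 2% galactose, starting OD 0.005, treated 24hr at 30C with compounds at multiple final concentrations; growth by OD600.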
TDP-43 yeast inh – rescues yeast growth from TDP-43 toxicity; actives 1.8% (n = 410,000); AID 652104; Potency, µM (top dose mostly 46.1 µM), without a hit: top-dose growth rescue (activation), usual class: activators; TDP-43 expressing yeast growth rescue, BacTiter-Glo, 24 h; also: % of control where 0% means no effect; nearly all actives have a fitted effect of over 50% in size
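Yeast expressing TDP-43 (pregrown in raffinose, seeded at OD600=0.02 in galactose medium) exposed to compounds 24 hr at 30 deg C. Growth read by BacTiter-Glo luminescence; rescue of toxicity appears as increased signal.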
EPAC1 antagonist – EPAC1 (human) antagonism | O95398 | AID 720709 | EPAC1 GEF assay, Rap1b-BODIPY-GDP exchange fluorescence | actives 0.14% (n = 360,000) | Potency, µM (series often up to 115 µM), inactives show at the highest dose activity change, negative = inhibition, usual class: inhibitors;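 also: plate controls were vehicle for no effect and positive control for full effect; nearly all actives have a fitted effect of over 50% in size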
EPAC2 antagonist – blocks human EPAC2 exchange factor | actives 0.18% (n = 360,000) | Potency, µM (series often up to 114 µM), inactives show at the top dose activity, negative = inhibition, hits mostly inhibitors | EPAC2 GEF exchange of Rap1B-BODIPY-GDP, fluorescence | Q8WZA2; also: % is scaled to controls: 0 for no effect and ±100 for the full control effect; nearly all actives have a fitted effect of over 45% in size; many of its hits are not listed in these tables
* hit, by the source's call; i = inactive; ? = inconclusive; . = not tested or not shown; [ ] = remark or other dose. Calls follow the shape of the dose curve; as a rule, active = well fitted curve in the direction sought with a large enough effect; inconclusive = small, poorly fitted or top-dose-only effect, or another doubt; inactive = no such curve, though single readings can be large; an effect the other way counts as inactive or inconclusive. Potency is read from the fitted curve at half-maximal effect. Some of the compounds tested; rates above refer to the full screens.

SMILES	aSyn yeast inh	EPAC1 ag	PTHR1 ag	EPAC2 agonist	FUS suppressor	TDP-43 yeast inh	EPAC1 antagonist	EPAC2 antagonist
Cc1ccc(-n2c(Cc3cccn3C)nnc2SCC(=O)Nc2ccc3c(c2)OCO3)cc1	9%	5%	-42%[inhibitor][57.5 µM]	12%	?	-22%	-7%	-6%
c1ccc(-c2ccc3c(c2)NCCN3)cc1	0%	-2%	2%	10%	6%	-12%	-2%	5%
COc1ccc(N2CCN(c3oc(COc4ccc(Cl)cc4)nc3C#N)CC2)cc1	2%	0%	?	7%	23%	4%	-17%	5%
CCOC(=O)c1c(C)n(C)c2ccc(OC)c(NC(=O)c3cccs3)c12	-4%	0%	i	4%	26%	-7%	8%	12%
COC(=O)C(Nc1nccs1)(OC)C(F)(F)F (configuration not stated)	-1%	-4%	i	5%	-7%	-5%	-15%	9%
C=CCNC(=O)CN(c1ccc(F)c(Cl)c1)S(C)(=O)=O	-1%	1%	-21%[57.5 µM]	2%	-3%	-21%	-12%	-1%
C=CCN(C(=O)Cn1nc(C)n2c(cc3cc(C)ccc32)c1=O)c1ccccc1	10%	-5%	-32%[inhibitor]	15%	?	-1%	-3%	-5%
C=CCNC(=O)NC(=O)COC(=O)/C(C#N)=C/c1ccc(OC)cc1	6%	-3%	i	-14%	4%	14%	2%	0%
O=C(NC1CCCC1)C(c1ccccc1)N(C(=O)c1csnn1)C1CCCC1 (configuration not stated)	3%	1%	9%	5%	8%	21%	4%	-23%
COCc1cc(C)nc2sc(C(=O)NCCO)c(-n3cccc3)c12	-1%	0%	i	10%	12%	12%	-6%	5%
COC(=O)Cc1cc(=O)[nH]c(/N=C(\N)Nc2cccc(C)c2)n1	1%	-3%	i	6%	17%	3%	0%	4%
CCOC(=O)N1CCN(C(=O)CSCc2ccccc2C)CC1	1%	-5%	i	-1%	-8%	27%	1%	9%
COCCCNC(=O)CN(c1cccc(Cl)c1C)S(C)(=O)=O	-3%	-2%	i	4%	31%	-27%	19%	19%
COc1cc(NC(=O)c2ccc3c(c2)OCO3)ccc1NC(=O)C(C)C	-7%	6%	i	0%	12%	8%	4%	16%
COc1cccc(CN2CCN(Cc3ccon3)CC2CCO)c1 (configuration not stated)	-4%	-8%	i	2%	28%	-4%[9.22 µM]	10%	6%
O=C1C(=O)N(CCN2CCOCC2)C(c2ccc(F)cc2)/C1=C(/O)c1ccc(S(=O)(=O)N2CCOCC2)cc1 (configuration not stated)	-4%	-6%	i	2%	15%	0%	-3%	3%
Cc1ccc(Nc2nc(N)nc(CSc3ncccn3)n2)cc1	3%	6%	0%	8%	5%	?	11%	-1%
C[C@@H]1CCCCO[C@@H](CN(C)S(=O)(=O)c2ccc(Cl)cc2)[C@@H](C)CN([C@H](C)CO)C(=O)c2cc(N(C)C)ccc2O1	0%	3%	i	2%	-8%	0%	4%	5%
Cc1cccc(NC(=O)C2CCN(C(=O)c3ccc(Cl)cc3)CC2)n1	1%	-2%	-15%	-4%	6%	14%	-3%	10%
Cc1ccc(C)c(OC(=O)C2CSC3(C)CCC(=O)N23)c1C (configuration not stated)	1%	-11%	-22%	0%	-3%	18%	?	-11%
COCCNC(=O)CCc1nnc2ccc(N3CCC(C)CC3)nn12	0%	5%	i	14%	-3%	-5%	-3%	-3%
CC1CN=C(N(C(=O)Nc2ccccc2)c2ccc(S(=O)(=O)N3CCOCC3)cc2)S1 (configuration not stated)	-6%	-4%	i	4%	-3%	1%	9%	5%
Cn1cc(-c2nc3ccccc3[nH]2)c2ccccc21	-10%	-6%	i	-7%	17%	15%	-11%	0%
O=C(CSc1nnc(C2CC2)n1CC1CCCO1)Nc1ccccc1Cl (configuration not stated)	4%	-8%	i	5%	-4%	-9%	-9%	0%
CC(C)(C)C1CCc2[nH]c3ccccc3c(=O)c2C1 (configuration not stated)	-24%	-2%	i	1%	15%	-34%[inhibitor]	6%	-2%

Limited to PTHR1 ag, EPAC1 antagonist and EPAC2 antagonist, for some of the entries so far:
SMILES | PTHR1 ag | EPAC1 antagonist | EPAC2 antagonist
COC(=O)Cc1cc(=O)[nH]c(/N=C(\N)Nc2cccc(C)c2)n1 | i | 0% | 4%
Cc1ccc(-n2c(Cc3cccn3C)nnc2SCC(=O)Nc2ccc3c(c2)OCO3)cc1 | -42%[inhibitor][57.5 µM] | -7% | -6%

Returning to the listing; the 2 compounds before the break are reprinted first.
SMILES	aSyn yeast inh	EPAC1 ag	PTHR1 ag	EPAC2 agonist	FUS suppressor	TDP-43 yeast inh	EPAC1 antagonist	EPAC2 antagonist
O=C(CSc1nnc(C2CC2)n1CC1CCCO1)Nc1ccccc1Cl (configuration not stated)	4%	-8%	i	5%	-4%	-9%	-9%	0%
CC(C)(C)C1CCc2[nH]c3ccccc3c(=O)c2C1 (configuration not stated)	-24%	-2%	i	1%	15%	-34%[inhibitor]	6%	-2%
O=C([C@@H]1CCCN1C(=O)c1cccs1)N1CCN(S(=O)(=O)c2cccc(F)c2)CC1	12%	-8%	22%	-3%	-1%	-17%	23%	3%
COc1ccc2c(CCNC(=O)Nc3ccccc3)c[nH]c2c1	0%	4%	-12%	8%	2%	-5%	4%	-7%
Cc1c(N=Cc2cccnc2)c(=O)n(-c2ccccc2)n1C	2%	10%	i	6%	-10%	11%	0%	0%
O=C(Nc1cccc(CCc2ccccn2)c1)c1cc(F)c(F)cc1Cl	-10%	11%	-10%	24%	3%	18%	-8%	-5%
CC(C)N(C(=O)CSc1nnc(NC2CC2)s1)c1ccccc1	1%	5%	-9%	2%	-4%	12%	0%	2%
Cc1ccc(C)c(NC(=O)CN(C)C(=O)c2cc3ccccc3o2)c1	-4%	2%	-11%	1%	13%	22%	-7%	0%
CN(C)C(=O)c1ccc(NC(=O)c2ccccc2SCC(=O)N2CCCC2)cc1	1%	10%	-6%	7%	.	-8%	12%	2%
CCCNC(=O)C1(C)CCN1C(=O)Cc1ccc(C(C)C)cc1 (configuration not stated)	6%	-3%	-18%	-5%	-7%	25%	-10%	-11%
Cc1cc(C)cc(NC(=O)CSCc2cnn(-c3ccccc3)c2-n2cccc2)c1	2%	21%	-19%	12%	36%	0%	-13%	-6%
O=C(O)C1CSC(c2ccc3c(c2)OCO3)N1 (configuration not stated)	7%	7%	0%	6%	30%	6%	-4%	9%
COc1ccc(S(=O)(=O)NCC(=O)Nc2ccc3c(c2)OCCO3)cc1OC	-1%	6%	0%	13%	15%	-27%	-18%	12%
COC(=O)Cn1cnc2sc3c(c2c1=O)CCCC3	0%	14%	-5%	14%	14%	4%	?	1%
CC(C)Cc1cc(C(=O)N2CCCC(CO)(Cc3ccc(F)cc3F)C2)n[nH]1 (configuration not stated)	1%	-1%	-18%	-4%	18%	19%	-3%	-12%
O=[N+]([O-])c1c(C(Cl)Cl)nn(-c2ccc(Cl)cc2)c1N1CCCCC1	-32%[inhibitor]	11%	i	8%	14%	25%	-5%	-15%
Cc1ccccc1NC(=S)NCCO	-1%	9%	-10%	2%	2%	18%	5%	3%
O=C(Nc1ccnn1C1CCN(Cc2ccc(Cl)cc2)CC1)C1CCCC1	1%	1%	-5%	13%	.	4%	0%	0%
CC(Oc1ccc(F)cc1)C(=O)Nc1cc(S(=O)(=O)N2CCCCC2)ccc1N1CCN(C)CC1 (configuration not stated)	1%	-6%	11%	7%	12%	5%	11%	6%
O=C(CCCc1c[nH]c2ccccc12)NCc1cccs1	22%	-5%	-31%[inhibitor]	4%	-27%	1%	-7%	-3%
O=C(c1ccc(Cl)cc1)N(Cc1cccs1)C1CCS(=O)(=O)C1 (configuration not stated)	5%	-3%	i	7%	-1%	17%	-3%	5%
C[C@@H]1CN([C@H](C)CO)C(=O)CCCn2nncc2CO[C@H]1CN(C)Cc1ccccc1	-1%	5%	-14%	5%	-19%	24%	-24%	2%
Cc1c(C(=O)Nc2nnc(C3CC3)s2)oc2ccccc12	-2%	12%	-63%[inhibitor]	-2%	-12%	19%	10%	-7%
Cc1cccc2cc(C#N)c(N3CCOCC3)nc12	1%	-5%	-24%	0%	-26%	?	-5%	0%
C=CCOc1ccc(C(c2c(O)nc(SC)[nH]c2=O)c2c(O)nc(SC)[nH]c2=O)cc1	8%	-1%	-21%	3%	7%	1%	-6%	4%
COc1cc(C(=O)N[C@@H](C)C(=O)N2CCC3(CC2)NCCc2[nH]cnc23)cc(OC)c1OC	-7%	20%	-1%	1%	-9%	-17%	0%	1%
CN(CC(=O)Nc1ccc(Cl)c(C(F)(F)F)c1)C(=O)CCCc1nc2ccccc2c(=O)[nH]1	4%	9%	-4%	-9%	6%	8%	-8%	-6%
Additional records follow.
SMILES	aSyn yeast inh	EPAC1 ag	PTHR1 ag	EPAC2 agonist	FUS suppressor	TDP-43 yeast inh	EPAC1 antagonist	EPAC2 antagonist
COC(=O)C(O)(CC(=O)Nc1ccccc1OC)C(F)(F)F (configuration not stated)	-10%	6%	-2%	3%	6%	-9%	2%	9%
C=CCn1c(SCc2ccccc2F)nc2cc(C(=O)O)ccc2c1=O	?	1%	-3%	-6%	1%	?	3%	-24%
c1csc(-c2cn3c(n2)SCC3)c1	0%	5%	-5%[57.5 µM]	7%	-12%	-15%	-8%	6%
Cc1nc2c(sc(=S)n2Cc2ccco2)c(=O)n1CC(=O)Nc1cc(F)ccc1F	0%	11%	-14%	7%	-3%	12%	-7%	-3%
O=C(CCS(=O)(=O)c1ccc(Br)cc1)NC1CCCCCC1	12%	-17%	-57%[inhibitor]	0%	-22%	6%	-11%	8%
CN(c1ccccc1)S(=O)(=O)c1cccc(C(=O)OCC(=O)NCCCN2CCCC2=O)c1	5%	7%	-5%	0%	8%	2%	5%	4%
C=CCNc1nc(C2(C)CC3(CC(C)(C)OC3=O)C(=O)O2)cs1 (configuration not stated)	1%	0%	-26%[57.5 µM]	6%	-1%	3%	0%	5%
COc1cccc(CC(=O)NCCCSc2ccccc2)c1	14%	-7%	i	1%	-14%	?	-2%	6%
Cc1ccc(S(=O)(=O)Oc2ccccc2/C=C2/SC(=O)NC2=O)cc1	1%	-4%	-47%	0%	-1%	-18%	-21%	-1%
O=C(Nc1nnc(-c2ccccc2F)s1)c1ccccc1F	3%	13%	-12%	9%	-6%	-9%	21%	2%

Sorted by the number under EPAC1 antagonist (high to low): some entries from above
canonical_smiles	PTHR1 ag	EPAC2 agonist	EPAC1 antagonist	EPAC2 antagonist
O=C(Nc1nnc(-c2ccccc2F)s1)c1ccccc1F	-12%	9%	21%	2%
C=CCNc1nc(C2(C)CC3(CC(C)(C)OC3=O)C(=O)O2)cs1 (configuration not stated)	-26%[57.5 µM]	6%	0%	5%
c1csc(-c2cn3c(n2)SCC3)c1	-5%[57.5 µM]	7%	-8%	6%
O=C(CCS(=O)(=O)c1ccc(Br)cc1)NC1CCCCCC1	-57%[inhibitor]	0%	-11%	8%

From PubChem BioAssay
